IMP-1 inhibitor: inhibitors of Pseudomonas aeruginosa IMP-1 metallo-beta-lactamase; 290,000 compounds, 0.45% hits; AID 1556; inhibition, % at 5.6 µM; purified IMP-1, nitrocefin hydrolysis, epi-absorbance fluorescence;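 active means inhibition above the mean plus 3 SD of all compounds in the same screening run, cut at about 4.5% in these data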;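 further: 0% = IMP-1 with DMSO and 100% = DMSO wells lacking enzyme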
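System: Purified recombinant IMP-1 metallo-beta-lactamase enzyme | Measured by: Fluorescence quenching readout, ex 480/em 530 nm | Replication: Singlicate | Incubation: 15 min preincubation plus 25 min reaction at 25 °C | Evaluation: Percent inhibition from optical density relative to buffer-blank wells | Benchmarks: DMSO with and without IMP-1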
VIM-2 inhibitor: blocks Pseudomonas aeruginosa VIM-2 metallo-beta-lactamase; inhibition, % at 5.6 µM; purified VIM-2, nitrocefin hydrolysis, epi-absorbance fluorescence; 290,000 compounds, 0.89% hits;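 active means inhibition above the mean of all tested compounds plus 3 SD, cutoff set per screening run, cut at about 7.5% in these data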;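 further: red hydrolysis product quenches plate fluorescence so inhibitors raise well fluorescence; 0% = enzyme with DMSO and 100% = DMSO without enzyme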
OXTR ag: agonists of human oxytocin receptor; P30559; 320,000 compounds, 0.32% hits; activation, % at 3 µM; CHO-OTR cells, Fluo-8 calcium fluorescence; normalized: DMSO 0%, oxytocin 100%;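 active means activation above the mean of all tested compounds plus 3 SD, cutoff set per screening run, cut at about 20% in these data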;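 further: peak over basal fluorescence ratio from a 100 s FLIPR kinetic read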
Target sequence (P30559 whole entry, looked up): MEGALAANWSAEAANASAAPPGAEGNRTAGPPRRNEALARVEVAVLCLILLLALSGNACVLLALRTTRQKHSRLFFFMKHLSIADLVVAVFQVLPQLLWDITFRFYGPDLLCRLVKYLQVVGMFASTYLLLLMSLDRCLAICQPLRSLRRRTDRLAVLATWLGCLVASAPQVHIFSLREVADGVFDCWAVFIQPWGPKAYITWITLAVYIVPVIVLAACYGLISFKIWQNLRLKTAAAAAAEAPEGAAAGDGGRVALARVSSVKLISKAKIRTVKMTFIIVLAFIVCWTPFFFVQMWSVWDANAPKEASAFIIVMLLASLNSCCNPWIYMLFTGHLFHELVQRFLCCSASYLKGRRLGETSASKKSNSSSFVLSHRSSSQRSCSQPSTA
GalR3 antag: antagonists of human GalR3; O60755; HEK293 GalR3-CNG cAMP membrane potential fluorescence; galR3 body fused to GalR1 C-terminus; inhibition, % at 3 µM; 360,000 compounds, 0.44% hits; AID 651719;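 active means inhibition above the screen-wide average plus 3 SD, cut at about 13% in these data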;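 further: forskolin and galanin both at EC90 stimulate the cells; cAMP rise reported by CNG channel membrane potential dye signal; 0% = forskolin plus galanin with DMSO and 100% = forskolin alone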
PHOSPHO1 block: blocks human PHOSPHO1 phosphatase activity; Q8TCT1; recombinant PHOSPHO1, absorbance phosphatase assay; inhibition, % at 13.3 µM; 290,000 compounds, 1.1% hits; AID 1565; in the data active means inhibition above about 60%
V1R ag counter: counter-screen for oxytocin receptor agonists: human V1a receptor agonists. P37288. activation, % at 3 µM. CHO-V1R cells, Fluo-8 calcium fluorescence, agonist mode; 0% DMSO, 100% 3 nM vasopressin. AID 2797. 320,000 compounds, 0.25% hits;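 active means activation above the mean activation of all tested compounds plus 3 SD, per screening run, cut at about 20% in these data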;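 further: signal is peak over basal fluorescence ratio across a 100 second FLIPR read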
Target sequence (P37288 whole entry, looked up): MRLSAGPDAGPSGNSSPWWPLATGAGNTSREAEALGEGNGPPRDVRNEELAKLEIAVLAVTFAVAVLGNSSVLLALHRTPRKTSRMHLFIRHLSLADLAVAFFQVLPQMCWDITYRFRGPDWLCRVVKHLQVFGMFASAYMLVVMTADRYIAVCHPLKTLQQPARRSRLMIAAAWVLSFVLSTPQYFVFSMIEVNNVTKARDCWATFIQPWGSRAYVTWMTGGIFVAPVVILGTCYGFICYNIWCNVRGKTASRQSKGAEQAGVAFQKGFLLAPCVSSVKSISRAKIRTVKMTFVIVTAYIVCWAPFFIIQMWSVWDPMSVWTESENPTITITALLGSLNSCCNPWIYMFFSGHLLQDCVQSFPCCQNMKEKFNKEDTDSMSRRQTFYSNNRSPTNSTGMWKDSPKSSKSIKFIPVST
DNA FID counter: fluorescent intercalator displacement, NS3 helicase counter-screen; DNA fluorescent intercalator displacement, fluorescence; 290,000 compounds, 0.17% hits; inhibition, % at 7.9 µM; in the data active means inhibition above about 37%;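 further: 0% = vehicle and 100% = reference compound; higher means more ethidium bromide displaced from hairpin DNA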
HCV NS3 hel inh: HCV NS3 helicase inhibition | 290,000 compounds, 0.56% hits | NS3 helicase DNA unwinding, Cy5 molecular beacon fluorescence | inhibition, % at 10.9 µM;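 active means inhibition above the mean of all tested compounds plus 3 SD, set per campaign, cut at about 35% in these data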;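 further: 0% = DMSO wells and 100% = thioflavine S control wells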
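Assay system – hepatitis C virus NS3 helicase domain fragment enzyme · Buffer or medium – MOPS pH 6.5, MgCl2, DTT, Tween20, BSA · Reagent – Cy5/quencher beacon DNA duplex and ATP to start · Compound – single 10.9 µM dose · Timing – 1 h at 25 °C · Technique – Cy5 beacon fluorescence read at start and 1 h · Measure – % inhibition of unwinding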
GPR7 antagonist: antagonists of human GPR7 (neuropeptides B/W receptor 1). AID 1861. 290,000 compounds, 1.1% hits. inhibition, % at 4.4 µM. P48145. GPR7-expressing cells, fluorescence antagonist assay; in the data active means inhibition above about 16%, passing the limit was not always enough;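 further: cells stimulated with the agonist NPW; 0% = agonist with vehicle and 100% = vehicle without agonist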
Starred values were filed as active, the others as inactive; · = no result given. Rows were taken by chance. About 4.3% of those tested had a hit in this group.

smiles	IMP-1 inhibitor	VIM-2 inhibitor	OXTR ag	GalR3 antag	PHOSPHO1 block	V1R ag counter	DNA FID counter	HCV NS3 hel inh	GPR7 antagonist
O=C(COc1ccc2c3c(c(=O)oc2c1)CCC3)Nc1ccc(CCO)cc1	-3.8	6.1	7.4	-10	45	8.8	-39	7	-12
CCNC(=O)COC(=O)CCNC(=O)c1cccc(C)c1	-1.2	1.0	0.5	-6	11	0.6	0	2	-7
Cn1c(=O)[nH]c(=O)c2c1nc(Br)n2CCCc1ccccc1	-2.5	-3.1	·	·	1	·	-9	-7	0
CC[C@H](C)[C@@H]1NC(=O)c2cc([N+](=O)[O-])cc(F)c2NCCCC[C@@H](C(N)=O)NC(=O)[C@H](CC(N)=O)NC1=O	-3.0	-2.6	-0.8	-2	13	0.6	-10	0	-2
CCCC(=O)Nc1nc2ccc(NC(=O)c3c(F)c(F)c(OC)c(F)c3F)cc2s1	1.5	-4.0	-0.1	-4	18	0.0	7	-20	36*
CCCN(CC1CC1)S(=O)(=O)c1ccc(-n2cnnn2)c(OC)c1	-1.8	-4.3	1.0	-7	15	0.9	-15	1	6
CCOC(=O)C(Cc1ccccc1)c1ccnc2ncnn12 (stereo unspecified)	-1.3	0.2	0.5	-5	47	3.1	-7	0	-1
N#Cc1c(/N=C/N2CCCC2)oc(-c2ccccc2)c1-c1ccccc1	-3.0	0.1	-1.8	-3	-9	-0.3	3	6	-11
CCOc1ccccc1C1C(C#N)=C(N)Nc2onc(-c3ccccc3)c21 (stereo unspecified)	-2.1	0.2	-1.8	6	8	-0.2	-9	-5	-10
COc1ccc(S(=O)(=O)N2CCC(C(=O)NCCC(=O)Nc3cccc(OC)c3)CC2)cc1	0.6	-0.2	-0.1	6	12	-0.7	-49	-3	-9

A second format for some results above:
CCCC(=O)Nc1nc2ccc(NC(=O)c3c(F)c(F)c(OC)c(F)c3F)cc2s1
  IMP-1 inhibitor = 1.5
  VIM-2 inhibitor = -4.0
  OXTR ag = -0.1
  GalR3 antag = -4
  PHOSPHO1 block = 18
  V1R ag counter = 0.0
  DNA FID counter = 7
  HCV NS3 hel inh = -20
  GPR7 antagonist = 36*
COc1ccc(S(=O)(=O)N2CCC(C(=O)NCCC(=O)Nc3cccc(OC)c3)CC2)cc1
  IMP-1 inhibitor = 0.6
  VIM-2 inhibitor = -0.2
  OXTR ag = -0.1
  GalR3 antag = 6
  PHOSPHO1 block = 12
  V1R ag counter = -0.7
  DNA FID counter = -49
  HCV NS3 hel inh = -3
  GPR7 antagonist = -9
CCNC(=O)COC(=O)CCNC(=O)c1cccc(C)c1
  IMP-1 inhibitor = -1.2
  VIM-2 inhibitor = 1.0
  OXTR ag = 0.5
  GalR3 antag = -6
  PHOSPHO1 block = 11
  V1R ag counter = 0.6
  DNA FID counter = 0
  HCV NS3 hel inh = 2
  GPR7 antagonist = -7

(next part)
smiles	IMP-1 inhibitor	VIM-2 inhibitor	OXTR ag	GalR3 antag	PHOSPHO1 block	V1R ag counter	DNA FID counter	HCV NS3 hel inh	GPR7 antagonist
O=C(Nc1cccc(-c2ccc3nncn3n2)c1)c1ccco1	-2.0	2.9	-0.3	-4	6	0.8	10	4	-15
Cc1ccccc1NC(=O)c1cccc(N2C(=O)C3C4CCC(C4)C3C2=O)c1 (stereo unspecified)	-0.9	-1.6	1.2	-3	5	0.6	-2	2	4
O=C1COc2ccc(S(=O)(=O)NCc3ccc(Cl)cc3)cc2N1	-1.5	-0.4	1.3	-8	42	1.8	-9	-3	4
Cc1ccc(OCCNC(=O)C2CCCCC2)cc1	-1.9	-1.9	-2.0	-3	15	-0.3	-7	1	1
Cc1ccc(S(=O)(=O)Cn2nnnc2C(C(C)C)N2CCN(Cc3ccco3)CC2)cc1 (stereo unspecified)	-6.2	-2.6	-0.4	-4	8	0.9	-4	-3	-13
CC(C)Cc1nnc(NC(=O)CCC(=O)N2CCN(c3ccccn3)CC2)s1	-0.1	-3.9	0.6	-3	16	0.2	-25	6	-5
O=C(c1cc(-c2ccncc2)nc2ccc(Br)cc12)N1CCN(c2ccccn2)CC1	-3.5	-5.7	0.4	4	-117	3.8	-6	1	-9
Cc1csc(NC(=O)CSc2nnc(-c3ccncc3)n2C)n1	-0.7	-0.3	0.3	-5	25	0.9	-4	-5	1
COC(=O)COc1ccc(S(=O)(=O)Nc2ccc(C(N)=O)cc2)cc1	-1.3	-1.4	-0.3	-10	-2	0.5	2	2	-5
COc1ccccc1N1CCN(C(=O)c2ccc(S(=O)(=O)N3CCCCCC3)cc2)CC1	-0.1	-1.4	1.5	-4	7	7.8	-51	-4	-14

Looked up by compound from above (3):
smiles	IMP-1 inhibitor	VIM-2 inhibitor	OXTR ag	GalR3 antag	PHOSPHO1 block	V1R ag counter	DNA FID counter	HCV NS3 hel inh	GPR7 antagonist
O=C1COc2ccc(S(=O)(=O)NCc3ccc(Cl)cc3)cc2N1	-1.5	-0.4	1.3	-8	42	1.8	-9	-3	4
CC(C)Cc1nnc(NC(=O)CCC(=O)N2CCN(c3ccccn3)CC2)s1	-0.1	-3.9	0.6	-3	16	0.2	-25	6	-5
Cc1ccccc1NC(=O)c1cccc(N2C(=O)C3C4CCC(C4)C3C2=O)c1 (stereo unspecified)	-0.9	-1.6	1.2	-3	5	0.6	-2	2	4

The listing continues:
smiles	IMP-1 inhibitor	VIM-2 inhibitor	OXTR ag	GalR3 antag	PHOSPHO1 block	V1R ag counter	DNA FID counter	HCV NS3 hel inh	GPR7 antagonist
CC1CCN(CCC(=O)N/N=C/c2ccc([N+](=O)[O-])cc2)CC1	-2.2	-1.1	0.8	-2	-8	0.8	4	5	-8
O=C(CSc1nnc(-c2ccccc2)n1Cc1ccccc1)N1CCCC1	-1.5	0.6	0.7	2	-5	0.8	-32	0	-20
Cc1ccccc1C(=O)Nc1c(C(=O)N2CCN(C)CC2)cnn1-c1ccccc1	-0.7	-0.5	0.7	-3	10	1.1	-3	-4	4
O=C1c2cc(S(=O)(=O)NCCO)ccc2-c2ccc(S(=O)(=O)NCCO)cc21	-0.8	3.8	-0.7	0	22	0.5	4	6	1
COc1ccc(CSc2nnc(C)s2)cc1F	-1.6	-1.0	0.3	0	-5	0.2	-1	-1	-13
CCC(=O)Nc1cccc(NC(=O)c2ccc(C)cc2Cl)c1	-0.7	-1.5	-2.0	-3	37	-0.2	-6	10	-7
O=C(Nn1c(C2CCCCC2)nc2ccccc2c1=O)c1ccc([N+](=O)[O-])cc1	-3.3	-3.1	-0.3	-3	12	-0.6	4	6	-5
CN1CCN(c2ccc(CNS(=O)(=O)c3ccsc3)cc2)CC1	-1.0	1.5	1.8	-4	27	1.4	1	-8	9
Cc1c(N(CC(=O)O)S(=O)(=O)c2ccccc2)c(=O)n(-c2ccccc2)n1C	-3.6	-2.4	1.5	-5	37	-0.2	2	-2	0
CCn1cc(C(=O)OCC(=O)N2C(C)CCCC2C)c(=O)c2ccc(C)nc21 (stereo unspecified)	-1.0	-1.1	0.9	-6	19	15	-14	6	-13
CSc1ccc(CN(C)CC(=O)Nc2cccc(Br)c2)cc1	-2.2	0.8	-0.1	-7	-71	3.6	8	-27	-5
CC1CCCC(C)N1/N=C/c1ccccc1C(=O)O (stereo unspecified)	-2.6	-1.6	0.5	-3	20	-0.6	2	-1	-2
COc1ccc(OC)c(NC(=O)CCN2CCCCC2)c1	-2.1	1.9	0.9	-2	4	0.3	3	-2	-1
COc1cccc(NC(=O)COC(=O)c2ccc(S(=O)(=O)NCc3ccco3)cc2)c1	0.3	-0.4	3.0	-5	8	2.3	-9	0	9
Cc1nn(C(C)C(=O)NCc2ccco2)c(C)c1[N+](=O)[O-] (stereo unspecified)	-2.6	-3.8	-0.1	-4	42	1.7	-2	2	11
COc1ccc(-c2nnc(SCC(=O)c3ccc(O)cc3O)o2)cc1	-2.7	-3.2	0.9	-3	16	0.4	-12	-2	2
CO/N=C/c1cccn1-c1nccc(N(C)C)c1C#N	-4.2	-0.9	0.2	-10	50	0.3	-8	20	-11
COc1cccc(N(CC(=O)Nc2cccc(N(C)S(C)(=O)=O)c2)S(C)(=O)=O)c1	-4.6	1.5	1.3	-8	32	0.3	-11	3	-7
O=C(CN1CCN(CCN2C(=O)c3cccc4cccc(c34)C2=O)CC1)c1ccc(F)cc1	-2.7	8.9*	-1.2	-4	-10	-0.6	8	-8	-8
CN(Cc1ccn[nH]1)C(=O)C1CCC(=O)N(Cc2cccc(C(F)(F)F)c2)C1 (stereo unspecified)	-0.8	-1.5	1.7	-1	10	0.4	-11	5	7
CC(Sc1ccc2c(c1)OCCO2)C(=O)Nc1ncc(Cl)cc1Cl (stereo unspecified)	-0.8	-1.0	0.6	-5	-36	1.3	-18	-1	-8
c1ccc(C2CC3CC(c4ccccc4)N2O3)cc1 (stereo unspecified)	-0.6	0.0	-2.2	-9	·	-1.1	-4	1	-1
CC(C)(C)c1ccc(OCCCC(=O)NC2=NCCS2)cc1	-1.6	-2.1	5.8	-3	14	4.9	-10	-3	-1
CCc1nn(C(C)C(=O)Nc2cccc(C)c2C)c(=O)c2cc3occc3n12 (stereo unspecified)	-0.1	4.5	-1.6	1	-20	-1.3	-22	10	-5
COc1ccc(CCNC(=O)c2nnc(Cc3ccc(Cl)cc3)o2)cc1OC	-4.6	-2.0	0.3	1	-2	1.1	-28	-2	-10
O=C(NCCCN1CCc2ccccc2C1)C1CCN(c2nnc(-n3cccc3)s2)CC1	-1.5	-0.8	-2.1	0	-26	0.2	3	-12	-4
O=C1c2ccccc2S(=O)(=O)N1CC(O)COc1ccc(Cl)cc1 (stereo unspecified)	-1.3	1.1	5.7	2	15	4.1	-15	-10	9
COc1ccc(CCNS(=O)(=O)c2ccc(Cl)s2)cc1OC	-1.4	-0.7	0.7	-2	24	0.1	-9	1	-6
Cc1ccc(OCC(=O)Nc2nnc(S(=O)(=O)N3CCCCCC3)s2)cc1	-0.9	-0.1	6.0	2	10	7.1	-29	14	14
O=C(O)CCNC(=O)/C(=C/c1ccco1)NC(=O)c1ccco1	-0.5	0.7	-0.3	-2	39	1.5	-1	6	-1

Assay outcomes from PubChem BioAssay.
